GlmU inhibition: inhibition of mycobacterial GlmU enzyme – biochemical, glucosamine-1-phosphate acetyltransferase (AID 1376) | M. tuberculosis GlmU acetyltransferase enzyme assay; higher % means a stronger effect | one-dose inhibition, %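 (tested at 30 µM in the primary screen)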; IC50 in µM for titrated hits | actives 0.25% (n = 220,000); in the data active = inhibition above about 13%; inconclusive = no clear call, values can overlap the other calls;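 also: 0% = complete reaction with vehicle and 100% = reaction without substrate; strong numbers were not always called active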
Mtb RmlCD inh: inhibitors of Mycobacterium tuberculosis RmlC and RmlD coupled enzymes; P9WH09+P9WH11; RmlC+RmlD coupled enzyme assay, percent inhibition; primary screen in compound mixtures; inhibition, % at 3.6 µM; actives 0.03% (n = 160,000); AID 1533; in the data active = inhibition mostly above about 34%, no sharp cut-off; inconclusive = no clear call, values can overlap the other calls; inactive = mostly below about 22%; also: some results filed as inactive read as strong as hits
Target sequence (P9WH09 whole entry, looked up): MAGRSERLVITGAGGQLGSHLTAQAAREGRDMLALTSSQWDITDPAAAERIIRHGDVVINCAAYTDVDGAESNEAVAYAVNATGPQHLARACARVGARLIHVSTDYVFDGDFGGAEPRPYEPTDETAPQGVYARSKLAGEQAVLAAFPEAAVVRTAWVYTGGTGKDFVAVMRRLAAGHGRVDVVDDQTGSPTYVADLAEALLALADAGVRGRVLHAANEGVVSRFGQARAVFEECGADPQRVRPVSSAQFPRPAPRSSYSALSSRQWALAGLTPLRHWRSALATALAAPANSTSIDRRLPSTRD
Target sequence (P9WH11 whole entry, looked up): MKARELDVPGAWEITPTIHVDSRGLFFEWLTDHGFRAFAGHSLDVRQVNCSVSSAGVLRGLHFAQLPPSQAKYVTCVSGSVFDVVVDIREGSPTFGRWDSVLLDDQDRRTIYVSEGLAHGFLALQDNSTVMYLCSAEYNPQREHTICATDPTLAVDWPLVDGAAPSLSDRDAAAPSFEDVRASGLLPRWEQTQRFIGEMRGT
Active calls of the source: *; ? = inconclusive; . = no result given; & = joins results of further samples.

Each structure is followed by: GlmU inhibition | Mtb RmlCD inh
CCOc1ccc(Nc2nc(Cl)nc(NCCO)n2)cc1
 : 4.2% | -1
CN1CCN(Cc2cc(=O)oc3ccc(Cl)cc23)CC1
 : . | -4
Cc1n[nH]c(C)c1S(=O)(=O)N1CCN(C(=O)c2ccco2)CC1
 : -5.2% | 6
C#CCNC(=O)C1=C[C@H](C(C)(C)C)C[C@H](OCCCCO)O1
 : 2.2% | .
O=C(C1CCCN(S(=O)(=O)c2cnc[nH]2)C1)N1CC(=O)N(CCc2ccccc2)C(=O)C1 (stereo unspecified)
 : -1.7% | 4
CCCCNC(=O)CSc1cc(=O)n(C)c2ccccc12
 : -1.2% | 6
COc1ccc(-c2csc(NC(=O)CCCc3cccs3)n2)cc1
 : -0.5% | 7
Cn1nnc2cc(C(=O)NC3CCCCC3)ccc21
 : -3.1% | .
COC(=O)C(Cc1ccc(O)cc1)NC(=O)C(C)Oc1ccccc1 (stereo unspecified)
 : -1.5% | .
CCOc1ccc(C(=O)COC(=O)CC)cc1
 : 2.3% | -1
NCCCCCCNS(=O)(=O)c1cccc2c(Cl)cccc12
 : -1.1% | .
O=C(NCc1ccco1)c1ccc(-c2ccc(Cl)cc2)o1
 : 5.3% | 7
O=C(CC1Oc2ccccc2NC1=O)NCCCN1CCN(Cc2ccccc2)CC1 (stereo unspecified)
 : -6.3% | -6
CCC(C)C(=O)Nc1nc(C)c(-c2csc(Nc3ccc(Cl)cc3)n2)s1 (stereo unspecified)
 : -2.0% | .
O=C(NCc1ccco1)c1c2c(nc3ccccc13)CCC2
 : . | -48
CCOc1ccc2nc3c(cc2c1)CN(CCOC)C(=NCCOC)S3
 : 6.7% | 7
Cc1ccc(OCC(=O)NCc2ccccn2)c(Br)c1
 : 0.2% | -8
CN(C)c1nc(NCc2ccccc2)nc(N/N=C/c2ccc3c(c2)OCO3)n1
 : -0.9% | .
Fc1ccc(NC(=S)NN=C2CCCCCC2)cc1
 : -1.2% | 4
Cc1ccn2c(Nc3ccccc3C)c(-c3ccccn3)nc2c1
 : 3.3% | -4
Cc1ccc(C)c(S(=O)(=O)N2CCN(CC(=O)Nc3ccc([N+](=O)[O-])cc3)CC2)c1
 : 3.0% | 3
Cc1ccc([N+](=O)[O-])cc1S(=O)(=O)N1CCC(C)CC1
 : -0.1% | 8
Cc1cc(C(=O)NCC(=O)OCC(=O)N(C2CCCCC2)C2CCCCC2)ccc1[N+](=O)[O-]
 : 4.5% | 6
CCn1c(CSc2nc(C)cc(C)n2)nnc1SCC(=O)Nc1cccc2ccccc12
 : 0.1% | -10
CCN(CC)CCCNC(=O)C1CCC(=O)N(c2ccc(OC)cc2)C1c1ccc(F)cc1 (stereo unspecified)
 : -1.0% | -6
Cc1ccccc1-c1nc(CS(=O)CC(=O)NCCN2CCN(Cc3ccccc3)CC2)c(C)o1 (stereo unspecified)
 : 3.7%&1.9% | 5
Cn1cccc1/C=N/n1c(-c2ccc(Cl)cc2Cl)n[nH]c1=S
 : 5.7% | 11
COC(=O)c1c(C)[nH]c(-c2csc(N)n2)c1C
 : 3.5% | 1
Brc1ccc(-c2cnco2)cc1
 : -1.0% | -11
CCC(=O)Oc1ccc(C/C(=N\O)c2ccc(O)cc2O)o1
 : -0.6% | .
Clc1ccc(/C=N/Nc2ccccn2)cc1
 : 3.8% | 6
Cc1cccc(N2CCN(C(=O)CN3C(=O)C4CC=CCC4C3=O)CC2)c1C (stereo unspecified)
 : -1.8% | -8
O=C(CNCc1cccc2ccccc12)Nc1ccccc1[N+](=O)[O-]
 : 0.6% | 8
COc1cc(S(=O)(=O)N2CCN(c3ccccc3F)CC2)c(OC)cc1Cl
 : 2.1% | .
O=S(=O)(c1ccc(N2CCN(S(=O)(=O)c3ccccc3)CC2)nc1)N1CCCC1
 : 2.8% | -4
S=C1N[C@H]2CCCC[C@@H]2N1
 : 2.0% | 7
Cc1nn(-c2ncc(C(F)(F)F)cc2Cl)c(=O)n1-c1cccc(F)c1
 : 2.5% | 6
CC(=O)Nc1nc(C=C(Cl)Cl)cs1
 : 3.5% | .
S=C(Nc1cccc(Cl)c1)Nc1ccccc1Oc1ccccc1
 : -0.7% | 5
CCc1ccc(N(C(=O)c2csnn2)C(C(=O)NC(C)(C)CC)c2cccnc2)cc1 (stereo unspecified)
 : 4.5% | -8
O=c1[nH]c(=O)n(Cc2ccco2)c(O)c1C=NCc1cccs1
 : 1.2% | 8
Cc1cccc(NC(=O)CCNC(=O)c2ccco2)c1
 : -0.7% | -9
COc1ccc(NC(=O)C2CCN(S(=O)(=O)c3cccc4cccnc34)CC2)cc1OC
 : . | -10
Cc1ccc(CNC(=O)CSCc2ccccc2F)cc1
 : -0.5% | -10
CC(NC(=O)c1ccc(Br)cc1)c1ccc2c(c1)CCCC2 (stereo unspecified)
 : -4.7% | 1
Cc1cccc2nc(CSCc3ccco3)cn12
 : 5.3% | -6
COc1cc(C)c(C(=O)Oc2cc(C)c(C(=O)O)c(O)c2C)c(O)c1C
 : 8.7% | .
Cc1ccc(N(CC(=O)NC(C)c2ccccc2)S(=O)(=O)c2cccs2)cc1 (stereo unspecified)
 : 5.2% | -10
O=C(COC(=O)c1cc(S(=O)(=O)N2CCOCC2)ccc1O)Nc1cc(S(=O)(=O)N2CCCC2)ccc1Cl
 : -5.4% | .
Cc1oc2ccc(O)c(CN3CCOCC3)c2c1C(C)O (stereo unspecified)
 : -4.0% | .
Cc1ccc(S(=O)(=O)NC2=C(N3CCN(c4ccccc4F)CC3)C(=O)c3ccccc3C2=O)cc1
 : -1.8% | 7
Cc1ccc(NC(=O)c2cncc(Br)c2)c([N+](=O)[O-])c1
 : 0.7% | -9
CC(C)[C@H](NC(=O)c1ccc(Cl)c([N+](=O)[O-])c1)C(=O)O
 : 4.6% | -2
Cc1ccc2nc3c(c(C(=O)OCC(=O)NC4CCS(=O)(=O)C4)c2c1)CCCC3 (stereo unspecified)
 : 2.6% | .
CC(C(=O)Nc1ccccc1C(=O)N1CCOCC1)N(c1ccc(Cl)cc1)S(C)(=O)=O (stereo unspecified)
 : 2.4% | -8
COc1ccc(CN2CC[C@H]3C=CC[C@@H](C(=O)Nc4ccc(Cl)c(C(F)(F)F)c4)[C@H]3C2=O)cc1OC
 : -1.2% | .
CC(=O)Nc1ccccc1NS(=O)(=O)c1cccc([N+](=O)[O-])c1
 : 1.5% | 14
O=C(NCCCN1CCOCC1)c1cn(-c2ccccc2)nc1-c1cccs1
 : -1.2% | .
c1ccc(N2CC3CCc4ccccc4C3=N2)cc1 (stereo unspecified)
 : 3.7% | 18
O=c1cc(-c2ccccc2)c2cc3c(cc2[nH]1)OCCO3
 : -4.8% | 0

(next part)
Each structure is followed by: GlmU inhibition | Mtb RmlCD inh
CC(NC(=O)C(=O)N/N=C/c1ccccc1)c1ccccc1 (stereo unspecified)
 : -2.3% | -13
COc1ccc(OC)c(N2Cc3cc(C)c(C)cc3C2)c1
 : -0.5% | 4
CN(CCO)c1nc(N)c2c(N)nc3c(c2c1C#N)CC(=O)N3C1CCCC1
 : 1.8% | -10
NC(=O)c1ccc(-c2ncc(-c3ccccc3)o2)cc1
 : 2.7% | .
CC(Oc1ccccc1F)C(=O)NNC(=O)c1cc2ccccc2o1 (stereo unspecified)
 : -4.1% | .
CCN(CC)C(=O)C(=O)Nc1ccc(F)c(Cl)c1
 : -8.0% | -11
O=C(NCC1CCCO1)c1ccc(NC(=O)C2CC=CCC2C(=O)O)cc1 (stereo unspecified)
 : 0.4% | 10
COc1cc(C(=O)NCc2nnc(SCC(=O)Nc3cc(C)on3)o2)cc(OC)c1OC
 : -0.8% | -48
O=C(CSc1ncn[nH]1)CSc1ncn[nH]1
 : 9.1% | 14
COc1ccc(-c2cc(-c3nnc(COC(=O)c4ccc(O)cc4)o3)c3ccccc3n2)cc1OC
 : -1.5% | -2
Cc1ccc(CNC(=O)C2CC3Cn4c(nc5cc(Cl)c(Cl)cc54)C3N2C)o1 (stereo unspecified)
 : 2.0% | .
O=C(O)c1ccc2c(c1)CCCN2
 : -4.1% | 3
O=C(O)[C@H]1CCC(=O)N1Cc1ccco1
 : 1.6% | .
Nc1nc(-c2ccco2)cs1
 : 8.3% | .
COc1ccc(C2C(C#N)=C(C)NC3=C2C(=O)CC(C)(C)C3)cc1 (stereo unspecified)
 : 0.0% | .
CCOC(=O)C(=CNc1cccnc1Oc1ccc(C)c2c1CCC2)C(=O)OCC
 : 1.9% | -11
FC(F)(F)c1cc(Oc2ccc(Cl)cc2)nc(-c2ccccn2)n1
 : -3.3% | 16
CC(C)(C)c1[nH]nc2c1C(c1ccoc1)C(C#N)=C(N)O2 (stereo unspecified)
 : 1.5% | .
COC(=O)C1=C(C)C(c2cccs2)NC(=O)N1C (stereo unspecified)
 : 3.2% | .
CCOC(=O)c1cc(=O)n(Cc2ccccc2C)c2ccccc12
 : 4.4% | 7

Continued; it opens with the 4 that closed the last part.
Each structure is followed by: GlmU inhibition | Mtb RmlCD inh
FC(F)(F)c1cc(Oc2ccc(Cl)cc2)nc(-c2ccccn2)n1
 : -3.3% | 16
CC(C)(C)c1[nH]nc2c1C(c1ccoc1)C(C#N)=C(N)O2 (stereo unspecified)
 : 1.5% | .
COC(=O)C1=C(C)C(c2cccs2)NC(=O)N1C (stereo unspecified)
 : 3.2% | .
CCOC(=O)c1cc(=O)n(Cc2ccccc2C)c2ccccc12
 : 4.4% | 7
Cc1ccc(C)c(OCC(=O)O/N=C(\N)c2cccc([N+](=O)[O-])c2)c1
 : -2.4% | -9
Cc1c(N2C(=O)c3ccc(Br)cc3C2=O)c(=O)n(-c2ccccc2)n1C
 : -0.1% | .
O=C(NC1CC1)c1ccc(-c2ccccc2)cc1
 : 5.5% | 7
S=C(NCC1CCCO1)N1CCN(c2nc(-c3ccc(Cl)cc3)cs2)CC1 (stereo unspecified)
 : -5.0% | -1
CCOC(=O)NC(NCC(O)c1ccccc1)(C(F)(F)F)C(F)(F)F (stereo unspecified)
 : 0.8% | 9
CCc1nnc(NC(=O)C2CCCCC2)s1
 : 3.9% | ?
COc1ccc(OC)c(CN2C(=O)c3ccccc3C2C(=O)NCc2cccnc2)c1 (stereo unspecified)
 : 4.3% | 6
CCCn1c(SCC(=O)NCCc2ccccc2)nnc1-c1ccco1
 : 4.2% | .
O=C(Nc1cccc(NC(=O)c2ncn[nH]2)c1)c1cccc(Cl)c1
 : -1.1% | .
CCOc1ccc(/C=C2/SC(=O)NC2=S)cc1
 : -3.1% | -12
COC(=O)c1cccc(N(C(=O)c2ccco2)C(C(=O)NC2CCCC2)c2ccco2)c1 (stereo unspecified)
 : -4.3% | .
Cn1c(=O)[nH]c(=O)c2c1nc(NCCCn1ccnc1)n2Cc1cccc(Br)c1
 : 1.6% | 11
CCCCn1c(=O)c(CCC(=O)OCC(=O)NC(=O)NCCC(C)C)nc2ccccc21
 : -3.1% | 5
O=C(NC1CCCc2ccccc21)c1cncc(Br)c1 (stereo unspecified)
 : 5.8% | -6
CN(C)S(=O)(=O)N1CCN(C(=O)c2cccs2)CC1
 : 5.9% | .
Cc1nnc(SCC(=O)Nc2sccc2C#N)n1Cc1ccccc1
 : -1.4% | -2
COC(=O)C(Cc1ccc(O)cc1)NC(=O)C12CC3CC(CC(C3)C1)C2 (stereo unspecified)
 : -3.3% | 2
CC(=O)Nc1cccc(/C(C)=N/NC(=S)NC(C)C)c1
 : 0.2% | .
O=C(CC1N=C2c3ccccc3N=C(SCc3ccccc3Cl)N2C1=O)NCc1ccco1 (stereo unspecified)
 : -3.9% | 5
NC(=O)CCn1c(=O)oc2ccccc21
 : -1.6% | -4
NC(=O)CSc1nnc(Cn2c(=O)sc3ccccc32)n1CCc1ccccc1
 : -0.8% | -7
Cc1nc2sc(C(c3ccccc3)N3CCC(O)CC3)c(O)n2n1 (stereo unspecified)
 : 1.6% | -13
O=c1cc(-c2ccc(Cl)cc2)[nH][nH]1
 : -0.9% | 1
COc1ccc(C)cc1NC(=O)C1COc2ccccc2O1 (stereo unspecified)
 : 2.0% | 1
CCOC(=O)c1ccccc1NC(=O)CSc1ncc(C(=O)OCC)c(N)n1
 : 1.4% | 1
O=C(NCc1cccs1)c1csc2ccccc12
 : 7.8% | 9
Cc1cc2ncn(N)c2cc1C
 : 7.2% | 3
CS(=O)(=O)N1CCN(c2nc(-c3ccccc3)cs2)CC1
 : -1.1% | -3
CCOC(=O)CSc1nc2ccc(NC(C)=O)cc2s1
 : -1.4% | -7
CS(=O)(=O)N(CC(=O)N1CCC(C(N)=O)CC1)C1CCCCC1
 : -6.7% | .
CCC(=O)N1N=C(c2ccc(Cl)cc2)CC1c1ccco1 (stereo unspecified)
 : -2.1% | 9
Cc1cccc(CC(Cc2nc3ccccc3[nH]2)c2nc3ccccc3[nH]2)c1 (stereo unspecified)
 : -1.0% | -2
Cn1c(=O)c2ncn(CC(=O)Nc3cc(C(F)(F)F)ccc3N3CCOCC3)c2n(C)c1=O
 : -3.5% | 26
CN1CCc2c(sc(NC(=O)c3ccc(S(=O)(=O)N4CCc5ccccc54)cc3)c2C(N)=O)C1
 : 3.7% | 8
COc1ccc(C(=O)OCC2CC(c3ccccc3)N(C)O2)cc1 (stereo unspecified)
 : -0.1% | .
CC(C)(CNC(=O)C1CCCN1C(=O)c1cccs1)N1CCOCC1 (stereo unspecified)
 : 1.5% | 4

Whole records as entered above.
O=C(NCc1cccs1)c1csc2ccccc12 as listed: GlmU inhibition: 7.8%; Mtb RmlCD inh: 9
COc1ccc(C(=O)OCC2CC(c3ccccc3)N(C)O2)cc1 (stereo unspecified) as listed: GlmU inhibition: -0.1%; Mtb RmlCD inh: .

The list is partial; rates above refer to the full screens.
